# Assay outcomes (PubChem)
# NCI-60 one-dose screen, 48 h, at 10 µM unless noted. Numbers give growth in % (100 = growth as untreated, 0 = no growth, -100 = all killed).
# HL-60(TB): HL-60(TB) leukemia cells; 78,000 tested, 9% active; AID 1794776; active means growth percent below 10
# * = called active by the depositor; & = joins results of further samples; [ ] = another dose, or the depositor's remark. These rows are one share of the data. The share of hits here may be higher or lower than overall.
smiles	HL-60(TB)
O=S(=O)(NCCNc1nccc(-c2c(-c3cccc(F)c3)nc3occn23)n1)c1cccc(F)c1	92
COc1ccc(Nc2nnc(-c3ccc(F)cc3)o2)cc1	103
Cc1ccc(C(=O)n2cc(-c3ccccc3)c(-c3ccccc3)c2)cc1	64
CCCCCCCCCc1ccc(OP(Oc2ccccc2)Oc2ccc(CCCCCCCCC)cc2)cc1	153
CCCCCCC/C=C/[C@H]1O[C@]2(O)C(=O)C=C3C[C@@H](O[C@@H]4O[C@H](CO)[C@@H](O)C(O)[C@@H]4O)C[C@@H]3[C@H]2C=C1C (some centres not stated)	-46*
C#CCOc1ccc(C(Nc2cc(C)cc(C)c2)c2nnnn2C2CCCCC2)cc1 (configuration not stated)	81
CCCCN[C@H]1CC[C@@]2(C)[C@@H](CC[C@@]3(C)[C@H]2[C@H](O)C[C@H]2/C(=C(\CCC=C(C)C)C(=O)OC)[C@@H](OC(C)=O)C[C@@]23C)[C@@H]1C	0.5*
CCN(CC)c1ccc2c(c1)Oc1nc(N)c(C#N)c(N)c1C2Sc1ccc(C)cc1 (configuration not stated)	-24*
COc1cc2cc(/C=C3\SC(=Nc4ccc(S(N)(=O)=O)cc4)NC3=O)c(Cl)nc2c(OC)c1OC	73
CCCCNC(=O)c1ccccc1C(=O)NC1(C(=O)NCCCC)CCCC1	97&96
CC(=O)C(C(C)=O)C(=S)NC(=O)c1ccc(-n2c(=O)[nH]c3ccccc3c2=O)cc1	97
CCOC(=O)C(CC)C(C)=O (configuration not stated)	92
CC(=O)OCc1ncccc1OC(C)=O	88
COC(=O)c1nc(-c2ccccc2)oc1Nc1ccc(C)cc1	80
CCCCCCN(CCCCCC)CC(O)c1cc(-c2ccccc2)nc2cc(Cl)ccc12 (configuration not stated)	87
O=C1c2ccccc2C(=O)c2c1oc1oc3c(c(=O)c21)c(=O)n(-c1ccccc1)c1ccccc31	7.0*
C[C@@H](CO)C[C@@H](C)c1cc2ccccc2o1	98
CCCC(=O)C(C)(C)C(C)=O	88
CCC(O)c1ccc(Br)cc1NC(=O)c1cccc(Cl)c1 (configuration not stated)	-6.4*
CCOC(=O)CCC(=O)P(=O)(O)O	9.7*
NCCCCC(N)C(=O)NNc1n[nH]c(=S)n1N (configuration not stated)	102
O=C(CSc1nc2ccccc2c(=O)n1-c1ccccc1)Nc1ccc(C(=O)/C=C/c2ccc(Cl)cc2)cc1	99
CC(=O)Nc1ccccc1O	103
COc1cc2oc(-c3cccc(NC(=O)Nc4ccc5c(c4)OCO5)c3)cc(=O)c2c(OC)c1OC	57
N#CC(c1ccccc1)N1CCOCC1 (configuration not stated)	95
CC(CCC(=O)O)(NC(=O)c1ccc([N+](=O)[O-])cc1)C(=O)O (configuration not stated)	95
COc1cc(C)ccc1Oc1nc(Nc2ccc(N3CCOCC3)cc2)ncc1NCc1cccc(OC(F)(F)F)c1	82
CCc1ccc(OC(C)=O)cc1	101
CC(C)C[C@H](N)C(=O)N=S(N)(=O)c1cccc2ccccc12 (some centres not stated)	99
BrC1(c2ccccc2)c2ccccc2-c2ccccc21	98
NS(=O)(=O)c1cccc(N/C=C/C(=O)c2cc3cc(Br)ccc3oc2=O)c1	102
CCOc1ccc(CC(O)CNCC(C)C)cc1 (configuration not stated)	60
O=c1[nH]nc(-c2ccc[nH]2)[nH]1	84
Nc1cc(-c2ccccc2)nn1-c1nc(-c2ccc(F)cc2)cs1	85
O=C1C2C(c3ccccc3)=C(c3ccccc3)C1C1C(c3ccccc3)=C(c3ccccc3)C(=O)C21 (configuration not stated)	42
CC(C)[C@H]1CCC2=C3CC[C@]45OC(=O)[C@@]6(CCC(C)(C)C[C@H]64)CC[C@@]5(C)[C@]3(C)CC[C@@]21C	4.0*[100 µM]
CC(=O)OCC(COC(C)=O)OC(C)=O	106
CC(C)C/C=C/C=C/C(=O)N[C@@H](CC(N)=O)C(=O)N[C@@H]1C(=O)N[C@H](c2ccc(O)cc2)C(=O)N[C@H](CCCN)C(=O)N[C@H]([C@@H](C)O)C(=O)N[C@H](c2ccc(O)cc2)C(=O)N[C@H](c2ccc(O)cc2)C(=O)N[C@H]([C@H](C)O)C(=O)N[C@H](Cc2ccccc2)C(=O)N[C@H](CCCN)C(=O)N[C@H](c2ccc(O[C@H]3O[C@@H](CO)[C@@H](O)[C@@H](O)[C@H]3O[C@@H]3O[C@H](CO)[C@H](O)[C@H](O)[C@@H]3O)cc2)C(=O)N[C@H]([C@H](C)O)C(=O)N[C@H](c2ccc(O)cc2)C(=O)NCC(=O)N[C@H](CC(C)C)C(=O)N[C@H](C)C(=O)N[C@H](c2ccc(O)c(Cl)c2)C(=O)O[C@@H]1C(N)=O	72
O=C1NC(=O)/C(=C\c2cn(-c3ccccc3)nc2-c2ccc(F)cc2)S1	103
C=C(C)[C@@H]1CC[C@]2(C(N)=O)CC[C@]3(C)[C@H](CC[C@@H]4[C@@](C)(CCC#N)[C@H](C(=C)C)CC[C@]43C)[C@@H]12	72
O=C(Cc1ccc(Cl)nc1)Nc1cc(NCCCO)c([N+](=O)[O-])cc1Cl	85
COc1ccc(Cn2ccc3c2-c2nc(OC)c(S(=O)(=O)c4ccccc4)cc2CCC3)cc1	86
O=c1[nH]c2cc(Cl)ccc2nc1/C=C(\O)c1ccc(O)cc1	104
O=c1ccc2ccc(OCc3cn(Cc4ccccc4)nn3)cc2o1	92
O=C(Nc1c2ccccc2nc2ccccc12)c1ccccc1CN1C(=O)c2ccccc2C1=O	39
COc1cc(NC(=O)CCSc2nc3ccccc3c(=O)n2-c2ccccc2)cc(OC)c1OC	121
O=C(c1ccc(O)cc1)C1[C@H](c2ccc(Br)cc2)[C@@H](c2ccccc2)NC12C(=O)Nc1ccc(Br)cc12 (some centres not stated)	13
C#Cc1cccc(NC(=O)c2ccc(N=C=S)cc2)c1	100[8.25 µM]

# Brought forward from above: four compounds, followed by the next part.
smiles	HL-60(TB)
O=C(Nc1c2ccccc2nc2ccccc12)c1ccccc1CN1C(=O)c2ccccc2C1=O	39
COc1cc(NC(=O)CCSc2nc3ccccc3c(=O)n2-c2ccccc2)cc(OC)c1OC	121
O=C(c1ccc(O)cc1)C1[C@H](c2ccc(Br)cc2)[C@@H](c2ccccc2)NC12C(=O)Nc1ccc(Br)cc12 (some centres not stated)	13
C#Cc1cccc(NC(=O)c2ccc(N=C=S)cc2)c1	100[8.25 µM]
Cn1cc(-c2csc(-c3cn(CCCN4CCCCC4)c4ccc(F)cc34)n2)c2cccnc21	56
CC(=O)/C(N=Nc1c(C(=O)O)ccc2c1C(=O)c1ccccc1C2=O)=C(\C)O	98
COc1cc(C=O)ccc1OCc1ccccc1	101&95
Cc1cc(C)nc(SCC(=O)O)n1	97
NC1=NC(=O)CS1	95&118
COc1ccc(NC(=O)Cn2c(=O)sc3c(-c4ccc(Cl)cc4)cc(-c4ccc(Cl)cc4)nc32)cc1	80
C=CC(O)C(C)C(=O)O (configuration not stated)	64
O=C(Nc1cccc2cccnc12)c1cc(C(=O)c2ccc(Cl)cc2)n2ccc(-c3ccncc3)cc12	125
Cc1nc2sc3cc(O)ccc3c2c(=O)[nH]1	112
Cc1cc(=O)[nH]c2ccccc12	136
CCOC(=O)c1c[nH]c2cc(OCC3CC3)c(OCC3CC3)cc2c1=O	104
CC(=O)N(c1ccccc1)C(C(=O)c1ccccc1)c1ccccc1 (configuration not stated)	89
N#C/C(=C\c1c(F)cccc1Cl)C(=O)O	97
CC(C)c1nc2ccccc2n1CC(=O)O	91
CNCC(=O)Nc1ccc(C(=O)OCC(C)C)cc1	84
C=C(C)[C@@H]1CC[C@]2(C(=O)OCCCC[P+](c3ccccc3)(c3ccccc3)c3ccccc3)CC[C@]3(C)[C@H](CC[C@@H]4[C@@]5(C)CC[C@H](OC(=O)C(Cl)Cl)C(C)(C)[C@@H]5CC[C@]43C)[C@@H]12	-50*
CN1CCc2c(sc3ncnc(N/N=C/c4ccc(N5CCOCC5)cc4)c23)C1	105
NCCNCc1ccccc1	99
CC(CCl)OC(=O)Nc1cccc(C(F)(F)F)c1 (configuration not stated)	96
C#Cc1cccc(NC(=O)C2CCN(C(=O)CCl)CC2)c1	62[8.25 µM]
CCc1ccccc1NCCO	68
NS(=O)(=O)c1ccc(CCn2c(SCC(=O)N/N=C/c3ccc([N+](=O)[O-])cc3)nc3ccccc3c2=O)cc1	68
C=C(C)[C@@H]1CC[C@]2(CO)CC[C@]3(C)[C@H](CC[C@@H]4[C@@]5(C)Cc6c([nH]c7ccccc67)C(C)(C)[C@@H]5CC[C@]43C)[C@@H]12	81
CCOC(=O)NC(C(=O)OCC)C(OCC)OCC (configuration not stated)	103

# Sorted by formula weight (smallest number first): some entries from above.
smiles	HL-60(TB)
CCc1ccccc1NCCO	68
CCOC(=O)NC(C(=O)OCC)C(OCC)OCC (configuration not stated)	103
C#Cc1cccc(NC(=O)C2CCN(C(=O)CCl)CC2)c1	62[8.25 µM]

# The list goes on.
smiles	HL-60(TB)
CC1=NN(c2ccccc2)C(=O)/C1=C\N(C)C	86
CC(C)c1nc2ccccc2n1CC(=O)N/N=C/c1ccccc1Cl	83
CCOC(=O)c1sc(Nc2ccc(Cl)cc2)nc1C	27
COc1ccc(/C=C\C(=O)NC2CC[C@]3(C)[C@H]4CC[C@@H]5[C@@H]([C@@](C)(O)CCC=C(C)C)CC[C@@]5(C)[C@]4(C)CC[C@H]3C2(C)C)cc1 (some centres not stated)	49
Cc1c(-c2ccccc2)nc(SCC(=O)Nc2nc(-c3ccc(Cl)cc3)cs2)n1Nc1ccccc1	104
Cc1nc(-c2ccccc2)ncc1C(=O)O	101
Nc1ccc(S(=O)(=O)Nc2nccs2)cc1	102
Cc1ccc(-c2cc(C=C3C(=O)NC(=S)NC3=O)nn2-c2ccccc2)cc1	96

# Rewritten field by field: 2 of the compounds above.
CCc1ccc(OC(C)=O)cc1
- HL-60(TB): 101

CC(C)C[C@H](N)C(=O)N=S(N)(=O)c1cccc2ccccc12 (some centres not stated)
- HL-60(TB): 99

# Carrying on:
smiles	HL-60(TB)
CCCCCCC(C)(C)c1cc(O)c2c(c1)OC(C)(C)C1CC=C(C(=O)O)CC21 (configuration not stated)	92
O=C(Nc1nc(-c2ccccc2)nc2c1sc(=S)n2-c1ccccc1)C(F)(F)F	95
CCN(CC)Cc1nc2ccccc2c(=O)n1/N=C/c1ccc([N+](=O)[O-])cc1	99
O=C1Nc2ccccc2C1(O)C1(O)C(=O)Nc2ccccc21 (configuration not stated)	95
COC1OC2COC(c3ccccc3)OC2C(O)C1N (configuration not stated)	72
COc1cc(C)cc2oc3oc(=O)c(-c4csc(-c5c[nH]c6ccccc56)n4)cc3c(=O)c12	114
O=C1N(Cc2ccc([N+](=O)[O-])cc2)c2ccccc2S(=O)(=O)N1c1cccnc1Cl	95
CC(=O)OCCC12CCC(CC1Cl)C2(C)C (configuration not stated)	94
O=C1Cc2ccccc2C(=O)O1	89
COc1cc(C(=O)N2CCOC23CCN(Cc2ccccc2)CC3)cc(OC)c1OC	111
CCc1c(C)c2cc3[nH]c(=O)oc3c(C)c2oc1=O	87
CC(C)Cc1cc(-c2cc(CC(C)C)nc(N)n2)nc(N)n1	92
COc1ccc2[nH]c(O)c(N=Nc3nc(-c4ccc(Br)cc4)cs3)c2c1	73
Cc1cc(NS(=O)(=O)c2ccc(NC(=O)CSc3nc4ccccc4c(=O)n3-c3ccccc3)cc2)no1	110
CC(C)Cc1ccncc1	85
Nc1nc(=S)[nH][nH]1	97
O=C(NCc1ccc(Cl)cc1Cl)c1ccccn1	97
COc1ccc(Cl)cc1NC(=O)OCCCl	102
COc1cc(OC)cc(-n2cc(-c3ccc(Cl)c(Cl)c3)n(C(C)=O)c2=O)c1	119
CC(=O)c1cc(C)ccc1C	92
Cc1cccc(N2CCN(CC(O)COc3ccc(Cl)cc3)CC2)c1 (configuration not stated)	123
CN1CCN(CC2C3CCC(C3)C2O)CC1 (configuration not stated)	108
CCOc1cccc(/C=N\Nc2nc(=O)cc(C(=O)OC)s2)c1O	73
COc1ccc(NC(=O)Nc2cccc(-c3nc(-c4ccc(NC(=O)c5cccnc5)cc4Cl)no3)c2)cc1	99
C=CCOC(=O)CC(C)=O	107
NC1=Nc2ccccc2N(O)N1	88
COc1ccc(NC(=O)CSC(N)=O)cc1NC(=O)CSC(N)=O	106
Cc1cccc(C(C(=O)O)C(C)C)c1C (configuration not stated)	91
OC1CC2CCC(C1)N2 (configuration not stated)	104
O=[N+]([O-])c1ccc(N2CCCCC2)cc1	87
O=C(c1ccc([N+](=O)[O-])cc1)c1ccccn1	75
C[N+](C)(C)Cc1ccc([N+](=O)[O-])cc1	59
C/C(=N\O)c1ccccc1	103
CCCn1c(O)c(C=N)c(=O)n(CCC)c1=O	100
Brc1ccc(Cn2nnnc2-c2ccn(-c3ccccc3)n2)cc1	69
O=C(Cc1ccccc1)Nc1cccc(-c2nc3ccccc3c(=O)[nH]2)c1	92
CC(C)(C)c1ccc(C(=O)Nc2sc3cc(N4CCCC4)ccc3c2C(N)=O)cc1	96
CCCCCCCCCCCCCCCCCN(C)C(=O)OCC	95
C=C(OC1(C(C)C)CCC2(C)OC2C1)C(C)(C)CCC(C)(O)C(=O)OC1(C)C=CC(O)(C(C)C)CC1 (configuration not stated)	66
C=CCOC(=O)Nc1cccn([C@H](Cc2ccccc2)C(=O)NCCC(C)C)c1=O	95
O=C(CSc1nnc(-c2ccc(Cl)cc2)n1-c1ccccc1)Nc1ccc(Br)cc1	81
CC(=O)C(CCN(C)C)c1ccccn1 (configuration not stated)	90
